Bioassay records from PubChem BioAssay.
T cell HTS = T cell immune modulators affecting CD8 T cell-vesicle binding; 2C CD8+ T cell-vesicle binding, flow cytometry; active compounds read low; calls only at 7 µM; hit rate 0.068% among 330,000;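 active = response, share of CD8 T cells binding vesicles, and their 90th percentile fluorescence all below set limits, cut at about 80% in these data, passing the limit was not always enough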
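Material: murine 2C transgenic CD8+ T lymphocytes / Also added: QL9-peptide-loaded Drosophila micro-vesicles bearing Ld, ICAM-1 and B7-1 / Schedule: binding step 1.5 h, 37 °C, antibody labelling 20 min, ice / Signal: flow cytometry, PE anti-B7-1 (FL2) versus Alexa647 anti-CD8 (FL8), PFA-fixed / Evaluation: percent CD8+ FL2 mean versus row control / Benchmarks: naked versus QL9-loaded vesicles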
T cell HTS vesicle-bound % = also measured in T cell HTS; calls as there; double positive events, %; measured here: CD8+ vesicle-bound cell fraction;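 binding gate set so that unloaded-vesicle control wells show 10% double positive cells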
The depositor's hits bear a star; i = inactive. Only part of the results is shown; count on the stated rates, not on these rows.

Start of the data: the first 2 entries, to show the layout:
Each structure is followed by: T cell HTS	T cell HTS vesicle-bound %
COCC1CCN(C(=O)C2CCN(c3nc(-c4ccccc4)nc4c3CCC4)CC2)C1 (stereo unspecified)
  i	35
COc1ccccc1OCC(=O)Nc1cc(Cl)ccc1N1CCCCC1
  i	35

Results, from the first entry:
Each structure is followed by: T cell HTS	T cell HTS vesicle-bound %
COCC1CCN(C(=O)C2CCN(c3nc(-c4ccccc4)nc4c3CCC4)CC2)C1 (stereo unspecified)
  i	35
COc1ccccc1OCC(=O)Nc1cc(Cl)ccc1N1CCCCC1
  i	35
CC1(C)CCC(=O)N2CC[C@H]3C[C@H](OC(=O)Nc4ccc5c(c4)OCO5)C[C@@H]1[C@H]32
  i	29
Cc1cc(NC(=O)CSc2nnc(-c3cccc(F)c3)n2N)no1
  i	39
c1ccc(CCNCCCOc2cccc3ccccc23)cc1
  i	33
CC(OC(=O)c1nsc(Cl)c1Cl)C(=O)NCCc1ccccc1 (stereo unspecified)
  i	23
O=C(CNC(=O)c1ccc(Br)o1)Nc1cccc(S(=O)(=O)N2CCCC2)c1
  i	25
CSc1ccccc1NC(=O)C1CCN(S(C)(=O)=O)CC1
  i	62
CCN(CC(=O)Nc1c(F)cccc1F)C(=O)C1CCN(C(=O)c2ccc(Cl)cc2)CC1
  i	41
Cc1cc(Cl)ccc1OCC(=O)NNC(=O)C1CSC2(C)CCC(=O)N12 (stereo unspecified)
  i	32
COc1cccc(NC(=O)NCc2ccccn2)c1
  i	9
COc1ccc(NC(=O)CSCC(=O)NCc2ccco2)cc1
  i	33
O=C(c1ccc(NS(=O)(=O)c2ccc(Cl)cc2)cc1)N1CCOCC1
  i	21
COc1ccc(NC(=O)CCC(=O)Nc2nnc(C(C)C)s2)cc1Cl
  i	31
COc1ccccc1NC(=O)C1CCN(C(=O)c2ccc(C(C)(C)C)cc2)CC1
  i	26
O=C(COC(=O)c1ccc(N2CCCC2=O)cc1)c1ccccc1
  i	20
CCCN(CCC)CCCNC(=O)c1cn(-c2ccc(OC)cc2)c(=O)c2ccccc12
  i	34
CCCCCCCN1CCC(=O)N([C@H](CO)Cc2ccccc2)CC1
  i	24
Nc1cccnc1Sc1ccccc1
  i	63
O=C(C1=C(O)C(=O)N(CC2CCCO2)C1c1ccc(Cl)cc1Cl)c1ccco1 (stereo unspecified)
  i	13

(next part)
Each structure is followed by: T cell HTS	T cell HTS vesicle-bound %
CC12CC3CC(C1)CC(C(=O)NNC(=O)c1ccncc1)(C3)C2
  i	55
CN(Cc1nccn1C)C(=O)c1cc(COc2cccc(C(F)(F)F)c2)on1
  i	26
COc1ccc(N2CCN(C(=O)c3ccccc3NC(=O)c3ccccc3)CC2)cc1
  i	23
COc1cc(S(=O)(=O)N2CCOCC2)cc(C(=O)OCC(=O)NCc2ccco2)c1OC
  i	20
O=S(=O)(c1ccccc1)N1CCN(CCc2ccccc2)CC1
  i	54
Cc1ccc(C(C)NC(=O)c2cccs2)cc1C (stereo unspecified)
  i	33
Cc1ccc(OCCNS(=O)(=O)c2ccc(Cl)cc2)cc1
  i	55
COc1ccc(C(=O)OCC(=O)Nc2sccc2C(N)=O)cc1[N+](=O)[O-]
  i	49
CN(C)c1ccc(CNC(=O)C2CCN(S(=O)(=O)c3ccc4c(c3)oc(=O)n4C)CC2)cc1
  i	3
NC(=O)CCN1CCC(c2nc3ccccc3s2)CC1
  i	16
O=C(CSCc1c(F)cccc1Cl)NCCc1ccccc1
  i	57
CCC(=O)N1CCc2cc(S(=O)(=O)CCC(=O)NC3CCCCC3)ccc21
  i	44
CC1CCC(NC(=O)CN2C(=O)C3CC=CCC3C2=O)CC1 (stereo unspecified)
  i	46
CC(=O)Nc1ccc(NC(=O)C(NS(=O)(=O)c2ccc3c(c2)OCCO3)C(C)C)cc1 (stereo unspecified)
  i	43
CC(=O)Nc1cccc(NC(=O)COc2ccc3c(c2)CCC3)c1
  i	46
Cc1ccc(OCc2cc(C(=O)N3CCC(c4ccccc4Cl)C3)no2)cc1C (stereo unspecified)
  i	14
S=c1[nH]nc(COc2ccccc2)n1/N=C/c1ccccc1Cl
  i	41
COc1ccc(C(=O)COC(=O)c2ccccc2O)c(OC)c1
  i	25
O=S(=O)(NC1CCCCC1)c1cccs1
  i	22
CC(C)C[C@H](NC(=O)N1CC(=O)Nc2ccccc21)C(=O)N1CCC(C(=O)O)CC1
  i	16

The listing continues.
Each structure is followed by: T cell HTS	T cell HTS vesicle-bound %
CCC(C)NC(=O)C1CCN(S(=O)(=O)c2cccc3nonc23)CC1 (stereo unspecified)
  i	33
CCOc1ccccc1NC(=O)n1ncc2c(C)cccc21
  i	48
CC(=O)c1ccc(OCc2cc(C(=O)N3CCOCC3)no2)cc1
  i	13
COc1ccccc1C(=O)Nc1ccc2c(c1)C(=O)NC2=O
  i	14
CCOc1ccc(-c2noc(CCC(=O)NCCc3ccccc3)n2)cc1OC
  i	41
OCCNc1nc(-c2ccccc2)c2cc(Br)ccc2n1
  i	43
Cc1c(C=O)c2ccccn2c1C(=O)c1ccc(F)cc1
  i	50
O=C(COC(=O)c1cccc(S(=O)(=O)N2CCOCC2)c1)c1ccccc1
  i	19
COc1cc(C(c2nnnn2C2CCCC2)N2CCN(C(=O)c3ccco3)CC2)cc(OC)c1OC (stereo unspecified)
  i	49
Cc1[nH]c2ccccc2c1C(=O)C(=O)N1CCN(c2cccc(Cl)c2)CC1
  i	24
CCOC(=O)c1ccc(NC(=O)CN2CCN(C(=O)c3ccco3)CC2)cc1
  i	7
COc1ccc(-c2cc(C(=O)N/N=C/c3cc(OC)c(OC)cc3OC)c3ccccc3n2)cc1
  i	33
CCC(=O)Nc1ccc(NC(=O)CSc2nnc(-c3ccco3)n2CC)cc1
  i	25
Oc1ccccc1-c1ccn[nH]1
  i	20
CCC(C)c1ccc(OCC(=O)Nc2ccc3c(c2)C(=O)NC3=O)cc1 (stereo unspecified)
  i	70
CC(=O)c1cccc(NC(=O)C(C)OC(=O)CCCN=C2NS(=O)(=O)c3ccccc32)c1 (stereo unspecified)
  i	44
Cc1cc(C)nc(N/N=C/c2ccncc2)n1
  i	38
O=C(C[C@H]1C/C=C\CC[C@H](Cc2ccc(F)cc2)C(=O)OC[C@H]2CCCN2C1=O)N[C@@H](CO)Cc1ccccc1
  i	26
COc1ccc(C(=O)Nc2nc3ccccc3s2)cc1
  i	44
CC1CC(C)CN(C(=O)C2CCC(CNS(=O)(=O)c3ccccc3)CC2)C1 (stereo unspecified)
  i	52

(list continues)
Each structure is followed by: T cell HTS	T cell HTS vesicle-bound %
Cc1ccc(NC(=O)COC(=O)CNC(=O)C2CCCCC2)cc1S(=O)(=O)N(C)C
  i	25
CC1CC(C)CN(CCCNC(=O)c2c(O)nc3ccccn3c2=O)C1 (stereo unspecified)
  i	51
CC(=O)c1ccc(NC(=O)C(C)Sc2nnc3ccccn23)cc1 (stereo unspecified)
  i	46
COc1ccc(CC(=O)N/N=C(\C)c2cccnc2)cc1OC
  i	54
O=C(NCCC1=CCCCC1)c1ccc(-n2cncn2)c([N+](=O)[O-])c1
  i	52
Cc1ccc(OCC(=O)N(Cc2ccco2)C2CCS(=O)(=O)C2)cc1 (stereo unspecified)
  i	3
COc1ccc(C(CNc2ccc(C(F)(F)F)cn2)N(C)C)cc1OC (stereo unspecified)
  i	26
Cc1cc(OCC(=O)NNC(=S)NCC2CCCO2)cc(C)c1Cl (stereo unspecified)
  i	32
COc1ccc(S(=O)(=O)N2CCOCC2)cc1NS(=O)(=O)c1ccc(F)c(F)c1
  i	20
Cc1ccc(-c2cc(C(=O)NCCCN3CCOCC3)c3ccc(Cl)c(C)c3n2)cc1
  i	69
COc1cc(OC)c(N(C)S(=O)(=O)c2cccc(C(=O)Nc3nccs3)c2)cc1Cl
  i	12
CCCn1ncc(CN2CCC(n3nccc3NC(=O)c3ccccc3OC)CC2)c1C
  i	7
O=C(c1cc2cc(F)ccc2[nH]1)N(Cc1cccnc1)CC1CCCN(C2CCCCC2)C1 (stereo unspecified)
  i	17
O=C(CCC(=O)c1cccs1)NCc1cccc(Cl)c1
  i	55
CCN(c1ccccc1)S(=O)(=O)c1nnc(NC(=O)C(C)(C)C)s1
  i	3
Cc1ccc(NC(=O)CN(C)C(=O)COc2ncnc3ccc(Br)cc23)cc1
  i	19
CCN(CC)c1ccc(NC(=O)c2ccc3c(c2)OCO3)cc1
  i	65
CC1C(=O)C(C)C(c2cccc(Br)c2)NC1c1cccc(Br)c1 (stereo unspecified)
  i	18
O=C(NCCNc1ccc([N+](=O)[O-])cc1)c1cccs1
  i	54
Cc1csc(NC(=O)CCC(=O)N(CC(=O)NC2CCCC2)c2ccccc2)n1
  i	28

Additional compounds.
Each structure is followed by: T cell HTS	T cell HTS vesicle-bound %
CCOc1ccc(C(=O)NCC(=O)NCC(c2ccc(OC)cc2)N2CCCC2)cc1 (stereo unspecified)
  i	36
CC(C)(C)OC(=O)[C@H](Cc1ccccc1)NC(=O)c1nc[nH]c1C(=O)NCC(=O)OCc1ccccc1
  i	10
COc1cccc(NC(=O)c2ccc(-n3cnnn3)cc2)c1
  i	25
COc1cccc(CN2CCCC(C(=O)Nc3ccc(-c4cscn4)cc3)C2)c1 (stereo unspecified)
  i	50
CC[C@@H]1[C@H]2CCCC(=O)N3CC[C@@H](C[C@@H]1OC(=O)Nc1ccccc1)[C@@H]23
  i	20
COc1ccc(CN2CCN(C(=O)c3c(-c4ccccc4)noc3C)CC2)cc1F
  i	25
O=C(O)CSCC(=O)N(Cc1ccccc1)c1nc(-c2ccccc2)c(-c2ccccc2)s1
  i	35
CCOC(=O)CN(C(=O)c1snc(C(N)=O)c1N)C(C(=O)NC1CCCCC1)c1ccc(F)cc1 (stereo unspecified)
  i	16
O=C(CNC(=O)c1ccco1)OCC(=O)c1ccc(Br)cc1
  i	22
CCOc1ccc2nc(N3CCCC(C(=O)NCCCN4CCCCC4)C3)sc2c1 (stereo unspecified)
  i	12
Cc1ccc(NC(=O)CNCc2ccccc2Cl)cc1S(=O)(=O)N(C)C
  i	49
CCC(C)Sc1cccc(-c2nc3ccc(C)cn3c2NC2CCCCC2)c1 (stereo unspecified)
  i	21
O=C(CCC(=O)N1CCCCC1)Nc1ccc(Cl)c(Cl)c1
  i	24
CCCn1c(=O)c(C(=O)Nc2ncccc2O)c(O)c2ccccc21
  i	57
O=C(NCc1ccccc1Cl)C(=O)NCC1CCCN1S(=O)(=O)c1cccs1 (stereo unspecified)
  i	57
Oc1ccc(-n2nnnc2SCc2c(F)cccc2Cl)cc1
  i	19
CCOc1ccc(OCC(=O)OCC(=O)N2CCN(C(=O)c3ccco3)CC2)cc1
  i	57
COc1ccccc1NS(=O)(=O)c1cc2c3c(c1)CCN3C(=O)CC2
  i	41
COCCNC(=O)C(c1ccc(OC)cc1)N(Cc1ccco1)C(=O)CCC(=O)Nc1ccccn1 (stereo unspecified)
  i	28
Oc1ccc(O)c2c1C1c3ccccc3C2c2ccccc21
  i	56

Individual results from the results shown.
Oc1ccc(-n2nnnc2SCc2c(F)cccc2Cl)cc1 in T cell HTS vesicle-bound % shows 19
CC(C)(C)OC(=O)[C@H](Cc1ccccc1)NC(=O)c1nc[nH]c1C(=O)NCC(=O)OCc1ccccc1 in T cell HTS vesicle-bound % shows 10
COc1cccc(NC(=O)c2ccc(-n3cnnn3)cc2)c1 in T cell HTS vesicle-bound % shows 25
CCOC(=O)CN(C(=O)c1snc(C(N)=O)c1N)C(C(=O)NC1CCCCC1)c1ccc(F)cc1 (stereo unspecified) in T cell HTS vesicle-bound % shows 16
Oc1ccc(O)c2c1C1c3ccccc3C2c2ccccc21 in T cell HTS vesicle-bound % shows 56

The main list resumes, repeating the 2 entries before the break.
Each structure is followed by: T cell HTS	T cell HTS vesicle-bound %
COCCNC(=O)C(c1ccc(OC)cc1)N(Cc1ccco1)C(=O)CCC(=O)Nc1ccccn1 (stereo unspecified)
  i	28
Oc1ccc(O)c2c1C1c3ccccc3C2c2ccccc21
  i	56
Cc1ccc(NC(=O)CSc2nc3ccc(Nc4nc(N5CCOCC5)nc(N5CCOCC5)n4)cc3s2)cc1
  i	8
Cc1cc(Cl)ccc1NC(=O)CN1C(=O)NC2(CCCC2)C1=O
  i	15
O=C(Nc1ccc(OC(F)(F)F)cc1)c1ccccc1-n1cnnn1
  i	29
COCCn1c(SCC(=O)N2CCOCC2)nnc1-c1ccncc1
  i	19
COc1ccc(/C=N/NC(=O)c2cccc(C(=O)N/N=C/c3ccc(OC)cc3)n2)cc1
  i	37
O=C(Nc1cc(C(F)(F)F)ccc1Cl)c1cccc(N2C(=O)CCC2=O)c1
  i	7
CCn1c(COc2ccccc2OC)nc2ccccc21
  i	62
COc1ccc(/C=C/C(=O)OCC(=O)N2CCCCCC2)cc1OC
  i	31
CCc1cc(C)cc(OCCOc2ccccc2/C=N/NC(C)=O)c1
  i	32
Cc1cccc(C)c1NC(=O)CN(C)C(=O)c1ccccc1Cc1ccccc1
  i	59
CN(CC(=O)NCCN1CCOCC1)S(=O)(=O)c1ccc(F)cc1
  i	30
O=C(NN=C1CCCCCC1)c1ccc(Cl)s1
  i	70
Cc1ccc(S(=O)(=O)N(C)CC(=O)N(CC(C)C)C2CCS(=O)(=O)C2)cc1 (stereo unspecified)
  i	52
CCCN(CC(=O)Nc1ccccc1C)C(=O)c1ccc2c(c1)OCO2
  i	35
O=C(CNC(=O)c1ccc(Br)cc1)Nc1ccc2c(c1)CCC2
  i	38
O=C(NCCc1ccccc1)c1ccc(Cl)c(S(=O)(=O)N2CCCC2)c1
  i	56
Cc1ccccc1Cn1c(C)nc2ccc([N+](=O)[O-])cc2c1=O
  i	50
CCN(CC(=O)NC1CCS(=O)(=O)C1)S(=O)(=O)c1ccc(Br)cc1 (stereo unspecified)
  i	52
COc1ccc(NC(=O)CCNS(=O)(=O)c2cccc3nsnc23)c(OC)c1
  i	32
CCOC(=O)C1=C(COC(=O)c2ccccc2[N+](=O)[O-])NC(=O)NC1C (stereo unspecified)
  i	34
